WT yeast gro inh: growth inhibition of WT yeast, mitochondrial fusion screen; 2.1% of 190,000 active; mitochondrial fusion phenotypic screen, WT strain; inhibition, % at 10 µM; in the data active = inhibition above about 58%; tested in S. cerevisiae
Yfh1-depleted yeast: mitochondrial function rescue without frataxin homolog – Friedreich's ataxia, plus single-dose screen, dose response (AID 1465) | fold induction at 50 µM, or EC50 in µM where a hit was titrated | S. cerevisiae Yfh1-off respiration, WST-1 reduction, 72 h; higher fold induction means a stronger effect | 0.074% of 220,000 active;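 active = fold induction of absorbance versus untreated yeast above a set limit, then at least 30% activation at any dose in follow-up; inconclusive = repeats straddling the limit, or above it without dose testing; inactive = fold induction below the set limit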;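 also: activators that raise dye reduction in frataxin-depleted yeast; strong numbers were not always called active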
TNAP activators: stimulation of alkaline phosphatase TNAP activity – biochemical, luminescent, no phosphate acceptor, uHTS, primary screen (AID 1001). 0.03% of 200,000 active. purified TNAP, luminescent activation assay, no phosphate acceptor; higher activation fold means a stronger effect. activation fold at 20 µM; hits with a dose series show EC50 in µM; in the data active = activation fold from about 3, or a potency from the dose series; inactive = the rest, 99 in 100 with activation fold below about 1.6; also: many of its hits are not listed in these tables
M17LAP inhibition: P. falciparum M17LAP inhibitors, primary screen, biochemical, fluorogenic H-Leu-NHMec substrate, 1536-well (AID 1619); recombinant M17LAP, H-Leu-NHMec fluorogenic kinetic assay; higher % means a stronger effect; inhibition, % at 30 µM; hits with a dose series show IC50 in µM; 0.38% of 220,000 active;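 active = compound inhibiting the enzyme by more than half at any dose during confirmatory dose-response retesting; inconclusive = strong single-dose inhibitors picked by rank but not retested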;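 also: plate controls were full reaction with DMSO carrier for no effect and no enzyme background for full effect; strong numbers were not always called active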
human PMI inhibition: MPI enzyme activity inhibition – biochemical, fluorescence intensity, coupled assay, primary screen (AID 1209). purified PMI enzyme, coupled fluorescence intensity; higher % means a stronger effect. one-dose inhibition, % at 20 µM; IC50 in µM for titrated hits. 0.42% of 190,000 active;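 also: plate controls were DMSO vehicle for no effect and wells lacking substrate for full effect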
P. falciparum M1AAP: malaria alanyl aminopeptidase activity blockers – biochemical, fluorogenic H-Leu-NHMec substrate, 1536-well (AID 1445). inhibition, % at 30 µM, or IC50 in µM where a hit was titrated. recombinant M1AAP, H-Leu-NHMec fluorogenic kinetic assay; higher % means a stronger effect. 0.42% of 220,000 active;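 active = primary inhibition above the hit cutoff, then over 50% inhibition at one or more dose response concentrations, cut at about 23% in these data, passing the limit was not always enough; inconclusive = conflicting primary data, or primary hits not chosen for dose response; inactive = low primary inhibition, or under 50% at every dose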;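 also: plate controls were DMSO full reaction for no effect and no enzyme background for full effect; strong numbers were not always called active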
XIAP antagonists: XIAP antagonists, biochemical, IAP family, fluorescence polarization (AID 1018); XIAP BIR domain, fluorescence polarization peptide displacement; higher % means a stronger effect; displacement, % at 20 µM; hits with a dose series show IC50 in µM; 0.007% of 200,000 active; in the data active = displacement above about 50%; also: a part of the inactive calls stands beside numbers as strong as those of hits
LYP phosphatase: inhibitors of LYP phosphatase, biochemical, fluorescence intensity, uHTS (AID 1779); recombinant LYP phosphatase, fluorescence intensity; higher % means a stronger effect; one-dose inhibition, % at 11.5 µM; IC50 in µM for titrated hits; 0.054% of 290,000 active;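 also: plate controls were vehicle with enzyme for no effect and no enzyme for full effect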
PMI inhibition: MPI inhibition at elevated mannose 6-phosphate – biochemical, fluorescence intensity, high mannose 6-phosphate, primary screen (AID 1220). 0.66% of 190,000 active. recombinant PMI enzyme, coupled fluorescence intensity; higher % means a stronger effect. one-dose inhibition, % at 20 µM; IC50 in µM for titrated hits
WT yeast gro inh mutant strain: recorded beside WT yeast gro inh, whose call it bears; inhibition, %; mitochondrial fusion phenotypic screen, mutant strain inhibition
Numbers without * were called inactive; i = inactive; ? = inconclusive; nt = not tested or not shown; & = joins results of further samples. Rule as the data show it, unless noted: active = inhibition above about 50%; inactive = the rest.

SMILES	WT yeast gro inh	WT yeast gro inh mutant strain	Yfh1-depleted yeast	TNAP activators	M17LAP inhibition	human PMI inhibition	P. falciparum M1AAP	XIAP antagonists	LYP phosphatase	PMI inhibition
O=C(CCCSc1nc2sc3c(c2c(=O)[nH]1)CCC3)NCCCO	6	-7	i	1	-8%	-5%	4%	-7.1%	2%	-11%
O=[N+]([O-])c1ccccc1-n1cnc2ccccc21	-15	4	i	1.1	14%	6%	1%	-1.3%	-9%	4%
CCN(CC)S(=O)(=O)c1ccc2[nH]c(=O)[nH]c2c1	-36	-3	i	1	-1%	0%	11%	0.4%	0%	5%
COC(=O)C1=C(C)N(c2cccc(OC)c2)C(=O)/C1=C\c1ccco1	2	-22	i	1	25%	3%	9%	-2.2%	0%	0%
Cc1cc(C)c2c(N)c(C(=O)c3cccc(Cl)c3)sc2n1	1	11	i	1.1	11%	14%	9%	-6.7%	-3%	13%
O=C(CN1C(=O)c2cccc3cccc1c23)NCC1CCCO1 (stereo not given)	1	-1	i	1	-4%	-2%	-4%	-3.3%	2%	15%
C[C@H](CO)NC(=O)[C@H](C)[C@H]1C[C@]1(C)[C@H](NC(=O)OCc1ccccc1)c1ccccc1	9	-11	i	1.1	6%	-12%	-2%	-9.0%	-3%	-12%
O=C(CCCc1ccccc1)Nc1ccc(S(=O)(=O)N2CCOCC2)cc1	nt	nt	i	nt	4%	nt	-3%	nt	-5%	nt
CCc1ccc(S(=O)(=O)/N=C2/C=C(Sc3ncn[nH]3)C(=O)c3ccccc32)cc1	36	21	i	0.6	43%	99%*	19%	-15%	5%	91%*
Cc1ccc(/C=C/C(=O)N2CC(C)CC(C)C2)o1 (stereo not given)	-13	1	i	1.1	9%	3%	2%	-0.8%	-4%	15%
CN(C)S(=O)(=O)Nc1cccc(Br)c1	nt	nt	i	nt	10%&4%	nt	7%&1%	nt	-6%&-6%	nt
CNC(=O)[C@@H]1C[C@H]1[C@@H](NC(=O)OCc1ccccc1)c1ccccc1	-8	-12	i	1.1	-10%	-1%	6%	-6.3%	-3%	-3%
Cc1ccc(OCCn2cc(/C=N/NC(=O)c3ccncc3)c3ccccc32)cc1	30	1	i	0.9	6%	4%	3%	-7.4%	5%	26%
CCOc1nc(C)ccc1-c1noc(-c2ccncc2)n1	-14	9	i	1	-4%	-4%	2%	-6.1%	-2%	-6%
COC1=CC(=O)CC(C)C12Oc1c(Cl)c(OC)cc(OC)c1C2=O (stereo not given)	-1	-19	i	1.1	-16%	-1%	2%	-10%	-5%	-5%
CCCn1c(=NC(=O)c2ccc3c(c2)OCO3)c(C#N)cc2c(=O)n3cccc(C)c3nc21	nt	nt	nt	1.1	nt	7%	nt	-1.4%	8%	5%
O=C(NCc1ccncc1)c1cnccn1	-25	1	i	1.1	4%	2%	3%	-1.5%	-7%	5%
Cn1c(CNc2nc(-c3ccccc3)cs2)nnc1SCC(=O)N1CCc2ccccc21	8	0	i	1.1	-1%	7%	-1%	-4.9%	2%	2%
Cc1ccc(CSCC(=O)N2CCN(c3ccccc3)CC2)cc1	1	-4	i	1.1	-2%	18%	0%	-4.4%	-10%	3%
CC(C)Oc1cccc(C(=O)C2CCCN(C(=O)c3ccoc3)C2)c1 (stereo not given)	-7	6	i	1.1	14%	-1%	0%	-2.8%	-6%	-6%
CC(=O)c1ccc(N2CCN(C(=O)Cc3cccs3)CC2)cc1	1	-6	i	1.2	8%	0%	7%	-3.5%	-6%	0%
COc1ccccc1/C=C/C=N/NC(=O)c1cc(-c2ccc(C)o2)[nH]n1	nt	nt	i	nt	-3%	nt	8%	nt	5%	nt
O=C(NNC(=S)Nc1ccc(F)cc1)c1ccccc1OC(F)F	18	22	i	1.6	16%	-7%	-3%	-6.5%	-1%	-12%
COC(=O)c1ccc(N=Cc2c(C(F)(F)F)[nH]n(C)c2=O)cc1	-3	10	i	0.9	0%	-34%	7%	-3.3%	-3%	-13%
c1cn(CCCNc2ncnc3sc4c(c23)CCC4)cn1	15	-6	i	1	13%	9%	2%	-2.5%	-5%	12%
Next entries.
SMILES	WT yeast gro inh	WT yeast gro inh mutant strain	Yfh1-depleted yeast	TNAP activators	M17LAP inhibition	human PMI inhibition	P. falciparum M1AAP	XIAP antagonists	LYP phosphatase	PMI inhibition
Cc1ccc(NC2=CC(=O)CC(C)(C)C2)cc1C	15	15	i	1.1	6%	-1%	9%	-3.1%	-9%	-5%
CC(=O)c1ccc(N=Cc2c(O)n(-c3cc(Cl)ccc3N3CCOCC3)c(=O)c3ccccc23)cc1	7	5	i	0.9	-7%	-5%	-2%	-3.4%	0%	-2%
CS(=O)(=O)N(CC(=O)Nc1ccc(S(=O)(=O)N2CCOCC2)cc1)c1ccccc1Cl	9	7	i	1.1	12%	5%	-3%	-1.2%	-8%	-2%
COCC(C)n1c(C)cc(C(=O)CSc2nnc(N)s2)c1C (stereo not given)	-19	-10	i	1.1	5%	6%	8%	-7.4%	4%	-1%
CCOc1cc(C(=O)O)cc(Cl)c1OC	-15	3	i	1.1	4%	-14%	-2%	-2.5%	-9%	-15%
O=C1C2C3C=CC(C3)C2C(=O)N1CCc1ccccc1 (stereo not given)	0	-4	i	1	5%	4%	1%	-5.4%	-8%	-2%
Cc1ccc(C(=O)NC(=S)/C=C2\N(C)c3ccccc3C2(C)C)cc1	67*	12*	i	0.7	-6%	28%	8%	-4.1%	2%	21%
COc1ccc(-c2nc3ccccc3[nH]2)cc1	71	72	i	1.2	12%	-2%	1%	-2.5%	-10%	-3%
Brc1ccc(OCCCN2CCOCC2)cc1	8	7	i	1.1	21%	3%	11%	-5.9%	-8%	0%
Cc1ccc(OCc2ccc(C(=O)O)o2)c([N+](=O)[O-])c1	4	4	i	1	32µM*	-17%	5%	-10%	1%	-33%
COc1cc(C)c(Cl)cc1S(=O)(=O)NCc1ccncc1	4	-2	i	1.1	-4%	6%	-2%	-1.9%	-4%	0%
NS(=O)(=O)c1cccc(NC(=O)/C=C/c2cccs2)c1	-7	-1	i	0.9	3%	9%	8%	-3.1%	3%	10%
CC(C)CCNC(=O)C1CC(=O)N(C2CCCC2)C1 (stereo not given)	16	0	i	1.1	-10%	1%	3%	-4.2%	-9%	-1%
Cc1nc(Nc2ccc(S(N)(=O)=O)cc2)sc1C(=O)Nc1ccccc1	-6	9	i	1	0%	18%	4%	-4.8%	-1%	10%
CCOc1ccc2nc(N3CCC(C(=O)Nc4nnc(CC)s4)CC3)sc2c1	13	-1	i	1	5%	2%	-2%	-5.6%	-4%	4%
O=C(O)CC(CNS(=O)(=O)c1ccccc1)c1ccccc1 (stereo not given)	6	3	i	1.1	5%	12%	-1%	-3.1%	-1%	6%
COC(=O)c1c(N2C(=O)CCC2=O)sc2c1CCCC2	-2	-1	i	1.1	-11%	13%	-10%	-5.9%	-11%	16%
O=C1c2ccccc2C(=O)N1c1ccccc1S(=O)C(F)(F)F (stereo not given)	-5	-12	i	1.1	-2%	2%	3%	-6.6%	-3%	1%
CS(=O)(=O)N(CC(=O)Nc1ccccc1C(=O)N1CCOCC1)c1ccc(Cl)cc1	nt	nt	i	nt	23%	nt	9%	nt	-5%	nt
COc1cc(OC)c2cc(C(=O)N/N=C/c3cccc(OC)c3O)[nH]c2c1	nt	nt	i	nt	3%	nt	6%	nt	-1%	nt
CCCN1CCN(C(=S)Nc2sc(CC)cc2C(=O)OC)CC1	60	64	i	1	-2%	12%	2%	-1.8%	-1%	5%
Cc1cc(C)nc(SCC(=O)Nc2cc(C)on2)n1	-8	-2	i	1.1	-5%	2%	8%	-6.1%	-4%	8%
CN(C)C(=S)c1ccccc1	nt	nt	i	nt	0%	nt	5%	nt	-9%	nt
O=C(NC1CCCCC1)C1CCC(CNS(=O)(=O)c2cccc3nsnc23)CC1 (stereo not given)	-10	-16	i	1.1	-4%	-5%	0%	-2.9%	-10%	-4%
CC(C)(C)NC(=O)C1CCN(C(=O)c2ccc(-c3ccccc3)cc2)CC1	14	-12	i	1.1	9%	5%	-2%	-8.1%	3%	2%
Continued.
SMILES	WT yeast gro inh	WT yeast gro inh mutant strain	Yfh1-depleted yeast	TNAP activators	M17LAP inhibition	human PMI inhibition	P. falciparum M1AAP	XIAP antagonists	LYP phosphatase	PMI inhibition
CS(=O)(=O)N(CC(=O)NCc1ccccc1)Cc1ccc(Cl)cc1	11	21	i	1.2	5%	0%	0%	-7.3%	-10%	-6%
O=C(c1ccco1)N1CCN(S(=O)(=O)c2ccc(S(=O)(=O)NC3CC3)cc2)CC1	0	6	i	1.1	2%	5%	-1%	-0.5%	-6%	8%
COc1cc(OC)c(CN2CCCCCCC2)cc1Br	-7	4	i	1.1	14%	2%	16%	-0.3%	-8%	-4%
CCCCN(C)CCNC(=O)CSCc1ccc(C)cc1	-9	3	i	1.2	5%	-1%	-1%	-0.9%	-8%	-4%
CCN(CC)S(=O)(=O)c1ccc(NC(=O)c2ccccc2N(C)S(C)(=O)=O)cc1	-15	-2	i	1	-5%	0%	1%	-3.8%	-5%	0%
O=C(COC(=O)c1cccc(C(=O)OCC(=O)NCc2ccc(F)cc2)n1)NCc1ccc(F)cc1	-10	-7	i	1.1	18%	-6%	5%	-0.4%	-6%	0%
Cc1ccc(C)n1NC(=O)c1ccco1	2	9	i	1.1	3%	11%	7%	-1.9%	0%	9%
CC(C)Cc1nc(N2CCN(C(=O)c3ccco3)CC2)c(C#N)c2c1CCC2	-3	4	i	1.1	4%	18%	1%	-13%	8%	9%
COc1ccccc1C(=O)OCC(=O)Nc1cc(S(=O)(=O)N2CCOCC2)ccc1N1CCCC1	-5	17	i	1.1	-3%	-6%	6%	-5.8%	0%	9%
CC(C)N(C(=S)NCc1ccccc1)C(C)C	-15	-24	i	1	-6%	10%	3%	-6.1%	-11%	11%
CC(C)CC(OC(=O)c1nsc(Cl)c1Cl)C(=O)NCc1cccs1 (stereo not given)	-2	9	i	1	5%	7%	-3%	-5.9%	-2%	6%
O=C(Cn1cncn1)N/N=C/c1cc([N+](=O)[O-])ccc1O	nt	nt	i	nt	21%	nt	?	nt	-4%	nt
Cc1ccc(C(C(=O)NCc2ccco2)N(C(=O)CNC(=O)c2cccs2)c2ccc(C)cc2C)cc1 (stereo not given)	-10	11	i	1.1	-1%	13%	9%	-1.7%	1%	10%
COC(=O)N1CCN(c2ccc(C(C)=O)cc2)CC1	13	13	i	1.1	28%	12%	4%	4.0%	0%	8%

Sorted by the number under human PMI inhibition (descending): some entries from above.
structure	WT yeast gro inh mutant strain	TNAP activators	M17LAP inhibition	human PMI inhibition	P. falciparum M1AAP	XIAP antagonists	LYP phosphatase	PMI inhibition
O=C1c2ccccc2C(=O)N1c1ccccc1S(=O)C(F)(F)F (stereo not given)	-12	1.1	-2%	2%	3%	-6.6%	-3%	1%
CCOc1nc(C)ccc1-c1noc(-c2ccncc2)n1	9	1	-4%	-4%	2%	-6.1%	-2%	-6%
COC(=O)c1ccc(N=Cc2c(C(F)(F)F)[nH]n(C)c2=O)cc1	10	0.9	0%	-34%	7%	-3.3%	-3%	-13%

Rows were taken by chance; 3.7% or so of the library scored in one or more.
